CHT inh: inhibitors of human choline transporter CHT. High affinity choline transporter 1 (Homo sapiens), Q9GZV3. CHT-expressing cells, membrane potential dye, choline response; hits give low values. B-score at 10 µM. 310,000 compounds, 0.86% hits;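 active = B-score over 3 SD under the library average, and starting fluorescence ratio not unusually high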;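 also: choline stimulus applied at its EC90 after an EC20 pre-addition; B-score computed on integrated fluorescence ratio after choline addition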
KCNQ2 inh: KCNQ2 potassium channel inhibitors, primary screen, cell-based, CHO-K1, FluxOR thallium flux, B-score (AID 2156). 20 min; hits give low values. B-score at 10 µM. Potassium voltage-gated channel subfamily KQT member 2 (Rattus norvegicus), O88943. 310,000 compounds, 1.1% hits;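 active = fluorescence ratio B-score at most minus 3 library SDs, with starting brightness B-score within 2 library SDs, cut at about -5.5 in these data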
Target sequence (O88943 whole entry, looked up): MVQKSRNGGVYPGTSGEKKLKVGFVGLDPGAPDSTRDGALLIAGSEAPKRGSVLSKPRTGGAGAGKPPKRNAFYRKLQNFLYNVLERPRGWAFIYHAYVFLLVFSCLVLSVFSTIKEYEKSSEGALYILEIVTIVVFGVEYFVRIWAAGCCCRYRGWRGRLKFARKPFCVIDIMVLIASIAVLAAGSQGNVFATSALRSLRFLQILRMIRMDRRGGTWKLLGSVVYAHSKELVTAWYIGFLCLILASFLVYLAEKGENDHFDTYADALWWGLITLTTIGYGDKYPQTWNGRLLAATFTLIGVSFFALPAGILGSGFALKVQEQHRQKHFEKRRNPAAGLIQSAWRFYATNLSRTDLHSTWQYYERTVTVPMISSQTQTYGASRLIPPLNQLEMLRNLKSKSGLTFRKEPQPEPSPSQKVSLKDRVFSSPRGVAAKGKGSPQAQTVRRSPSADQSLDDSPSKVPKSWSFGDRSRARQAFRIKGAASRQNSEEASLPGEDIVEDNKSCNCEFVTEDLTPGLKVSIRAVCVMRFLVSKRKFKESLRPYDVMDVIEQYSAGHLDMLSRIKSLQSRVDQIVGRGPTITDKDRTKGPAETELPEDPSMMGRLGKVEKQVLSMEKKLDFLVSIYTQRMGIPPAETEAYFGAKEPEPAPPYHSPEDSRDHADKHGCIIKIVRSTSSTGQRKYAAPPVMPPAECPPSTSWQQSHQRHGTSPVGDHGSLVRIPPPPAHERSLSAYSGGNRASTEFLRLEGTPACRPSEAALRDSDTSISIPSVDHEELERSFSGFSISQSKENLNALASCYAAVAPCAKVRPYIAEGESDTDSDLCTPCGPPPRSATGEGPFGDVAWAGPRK
* = called active by the depositor; i = inactive; . = not tested or not shown.

SMILES	CHT inh	KCNQ2 inh
CCCC(=O)N(Cc1cc2ccccc2[nH]c1=O)c1ccccc1OC	i	i
CN(C(=O)CSc1nnc(-c2ccc(F)cc2)c2ccccc12)C1CCS(=O)(=O)C1 (configuration not stated)	i	i
Cc1c(OC(C)C(=O)NCC(O)c2ccccc2)ccc2c3c(c(=O)oc12)CCC3 (configuration not stated)	i	i
COc1ccccc1Nc1c2c(nc3ccccc13)CCC2	i	i
CSCC[C@H](NC(=O)COc1cc2c(c3oc(=O)c(C)c(C)c13)CCC(C)(C)O2)C(=O)O	i	i
Cc1ccc2oc(C(=O)NC3CCS(=O)(=O)C3)cc(=O)c2c1 (configuration not stated)	i	i
O=[N+]([O-])c1ccc(O)c(N=Cc2sc3ccccc3c2O)c1	i	i
COc1ccc(NC(=O)c2cc3cc(C)ccc3n2C)c(OC)c1	i	i
CCOc1ccc(-n2c(SCC(N)=O)nc3sc4c(c3c2=O)CCN(C)C4)cc1	i	i
CC(C)C(C)NC(=O)COC(=O)C1CCN(S(=O)(=O)c2ccc3c(c2)OCCO3)CC1 (configuration not stated)	i	i
COc1ccc(-c2nnc(N(C)C(=O)c3cccnc3)s2)cc1	i	i
CC#CC(=O)N1CCCC(C(=O)c2ccc(SC)cc2)C1 (configuration not stated)	i	i
CCOC(=O)c1ccc(NC(=O)C(=O)NCc2ccncc2)cc1	i	i
Fc1ccc(C(c2nnnn2Cc2ccccc2)N2CCSCC2)cc1 (configuration not stated)	i	i
CCCN(CCC)CCCNC(=S)Nc1ccc2nc(N3CCN(CC)CC3)cc(C)c2c1	-6.7*	i
O=c1c2c(-c3cccs3)csc2ncn1/N=C/c1ccc(OC(F)F)cc1	i	-7.4*
CC1(C)COC(c2coc3ccccc3c2=O)OC1	i	i
C/C(=N\NC(=O)c1nnn(-c2nonc2N)c1-c1cccs1)c1ccc(O)cc1	i	i
Cc1cccc(C(=O)Nc2nnc(-c3ccco3)o2)c1	i	i
COc1cccc(C(O)CC(N)=O)c1 (configuration not stated)	i	i
O=C(Cc1c(F)cccc1Cl)Nc1ccc(S(=O)(=O)N2CCOCC2)cc1	i	i
COC(=O)c1ccc(S(=O)(=O)NCc2ccccn2)n1C	i	i
CC(C)(C)[C@H]1C=C(C(=O)NC2CC2)O[C@@H](OCCCCO)C1	i	i
COc1ccc(NC(=S)N2CCN(Cc3ccccc3)CC2)cc1	i	i
O=C(N/N=C/c1ccc(OC(=O)c2ccccc2)cc1)c1cccc(O)c1	i	i
CCN1CCCC1CNC(=O)C1c2ccccc2C(=O)N(CCOC)C1c1ccc(F)cc1 (configuration not stated)	i	i
COc1ccc(C(=O)Nc2nnc(S(=O)(=O)N3CCCCCC3)s2)cc1OC	i	i
CS(=O)(=O)Nc1ccc(C(=O)NCc2ccccn2)cc1	i	i
CCN(CC)c1ccc(NC(=O)CSc2nc3ccccc3c(=O)n2-c2cc(S(=O)(=O)N(C)C)ccc2C)cc1	i	i
Cc1[nH]n(-c2nc(-c3cccc([N+](=O)[O-])c3)cs2)c(=O)c1C	i	i
c1cncc(N=c2scc(-c3cccc4ccccc34)n2CCCn2ccnc2)c1	i	i
COc1ccc(C)cc1NC(=O)C(=O)N1CCCC1	i	i
NC(=O)c1nsc(C(=O)N(c2ccc(F)cc2)C(C(=O)NCC2CCCO2)c2ccc3ncccc3c2)c1N (configuration not stated)	i	i
Cc1cccc(NC(=O)CN2CCC(C(=O)c3ccc4c(c3)OCCO4)CC2)c1	i	i
CCOC(=O)c1c(NC(C)=O)sc2c1C1CCN2CC1	i	i
COc1ccc(C2Nc3ccccc3C(=O)N2Cc2ccco2)cc1COc1ccccc1F (configuration not stated)	i	i
CC(C)CC(=O)NC(=S)Nc1ccc(N2CCOCC2)cc1	i	i
Cn1c(=O)oc2cc(S(=O)(=O)NC(Cc3ccccc3)C(=O)N3CCCCC3)ccc21 (configuration not stated)	i	.
COc1cccc(/C=C/c2onc(C)c2S(=O)(=O)N2CCC(C(=O)NC3CCCCCC3)CC2)c1	i	i
CCC1(c2ccccc2)NC(=O)N(CC(=O)Nc2ccc(S(=O)(=O)NC3=NCCCCC3)cc2)C1=O (configuration not stated)	i	i
Cn1c(N2CCOCC2)c(/C=N/OC(=O)c2cccnc2Cl)c2ccccc21	.	i
COc1cc(C(=O)Nc2cccc(-c3nc4cc(C)ccc4o3)c2)cc(OC)c1OC	i	i
CCCc1cc(CN(C)C(=O)CC2C(=O)NCCN2Cc2ccccc2C)[nH]n1 (configuration not stated)	i	i
COC(=O)c1ccc(Cl)c(NC(=O)CN2CCN(C)CC2)c1	i	i
CNC(=S)N/N=C(\C)c1ccc(N2CCOCC2)cc1	.	i

A different layout for part of the listing above.
| mol | CHT inh | KCNQ2 inh |
| --- | --- | --- |
| COc1ccc(C2Nc3ccccc3C(=O)N2Cc2ccco2)cc1COc1ccccc1F (configuration not stated) | i | i |
| CCCc1cc(CN(C)C(=O)CC2C(=O)NCCN2Cc2ccccc2C)[nH]n1 (configuration not stated) | i | i |
| COc1cc(C(=O)Nc2cccc(-c3nc4cc(C)ccc4o3)c2)cc(OC)c1OC | i | i |

More entries:
SMILES	CHT inh	KCNQ2 inh
O=C(COC(=O)c1ccco1)Nc1ccccc1	i	i
S=c1sc(SCCOc2ccccc2)nn1-c1ccccc1	i	i
O=P(O)(O)CP(=O)(O)O	i	i
COc1ccc(S(=O)(=O)Cc2ccc(C(=O)N3CCN(c4ccccc4F)CC3)o2)cc1	i	i
CCc1ccc(NC(=O)CCS(=O)(=O)c2ccc(Cl)cc2)cc1	i	i
COc1cc2nc(NC(=O)c3ccccc3)[nH]c(=O)c2cc1OC	i	i
O=C(CSc1nnc(-c2cccnc2)n1Cc1ccccc1)NCc1ccco1	i	i
CCOC(=O)N1CCN(C(=O)C(C)n2nc(C)n3c(cc4sccc43)c2=O)CC1 (configuration not stated)	i	i
COc1ccc(CNCc2cc(Cl)ccc2O)cc1	i	.
COc1cccc(CN2CC(C(=O)NCCn3cccn3)CCC2=O)c1 (configuration not stated)	i	i
CC(NC(=O)c1ccc(F)cc1)C1CC2CCC1C2 (configuration not stated)	i	i
CCOC(=O)/C(C#N)=C\c1ccc(N2CCN(C/C=C/c3ccccc3)CC2)cc1	i	i
C#CCNC(=O)C1=C[C@@H](c2ccc(Br)cc2)C[C@@H](OCCCCO)O1	i	i
N#CCCN(CCC#N)C(=O)COc1ccc(Cl)cc1Cl	i	i
Cc1ccc(-n2c(C)cc(/C=N/NC(=O)c3ccc(CN4CCOCC4)cc3)c2C)cc1	i	i
O=C(/C=C/c1ccccc1F)N1CCN(c2ccccn2)CC1	i	i
CCN1C(=O)/C(=C2/C=Cc3cc(C)ccc3N2CC)N(C)C1=S	i	i
CCc1cccc2c1NC(=O)[C@]21[C@@H]2C(=O)N(Cc3ccccc3)C(=O)[C@@H]2[C@@H]2CCCN21	i	i
COC(=O)c1cccc(NC(=S)Nc2cc(Cl)ccc2OC)c1	i	i
Cc1ccc2nc(N(CCCN(C)C)C(=O)c3ccc(S(=O)(=O)N4CCc5ccccc5C4)cc3)sc2c1	i	i
Fc1c(F)c(F)c(CSc2nc3ccccc3[nH]2)c(F)c1F	i	i
Cc1ccc(OCC(=O)N/N=C/c2cc([N+](=O)[O-])ccc2N2CCCCC2)cc1	i	i
O=C(Oc1ccc(Br)cc1)c1cccc(S(=O)(=O)N2CCOCC2)c1	i	i
Cc1ccc(SCCN2C(=O)NC(C)(C)C2=O)cc1	i	i
COc1ccccc1/C=C/CN1CCSCC1	i	i
O=C(NCCC(c1ccccc1)c1ccccc1)c1cnccn1	i	i
COc1ccc(Cl)cc1NC(=O)c1nc2nc(C)cc(C(F)F)n2n1	i	i
CCc1ccc(C2C(C(C)=O)=C(C(=O)OC)Nc3nnnn32)cc1 (configuration not stated)	i	i
CC(=O)Nc1ccc(NC(=O)c2ccc([N+](=O)[O-])cc2Cl)cc1	i	i
Cc1ccc(NC(=O)CC2=NC(=O)C(CC(=O)Nc3ccccc3F)S2)cc1 (configuration not stated)	i	i
N#Cc1cn(CC(=O)N2CCc3ccccc3C2)c2ccccc12	i	i
CCC(O)(CC)C(=O)N/N=C/c1cc(Br)cc(Br)c1O	i	i
COc1cc(SC#N)ccc1N=Cc1c(C)[nH]n(-c2ccc(C)cc2C)c1=O	i	i
COC(=O)c1ccc(C)c(NC(=O)c2c(-c3ccccc3)noc2C)c1	i	i
O=C(COc1ccccc1Cl)N1CCCCCCC1	i	i
COc1ccc(CN2C(=O)C(Cc3ccccc3)Nc3ncnc(N4CCOCC4)c32)cc1 (configuration not stated)	i	i
COC(=O)CCC(=O)N1CCCC(C(=O)c2cc(F)ccc2F)C1 (configuration not stated)	i	i
Cc1cccc(NC(=O)c2ccc3ccccc3n2)c1C	i	i
O=C(NC1CCCCC1)c1ccc(S(=O)(=O)c2ccccc2Cl)c([N+](=O)[O-])c1	i	i
CCOC(=O)c1cc2c(c(CSc3nc4ccccc4c(=O)n3Cc3ccco3)c1)OCOC2	i	-5.6*
COc1ccc(NC(=O)CC2S/C(=N\c3nccs3)N(C)C2=O)cc1 (configuration not stated)	i	i
N#CCC(=O)N1CCn2c1nc1ccccc12	i	i
CCOc1cc(/C=C2/SC(=S)N(CC3CCCO3)C2=O)ccc1O (configuration not stated)	i	i
O=C(c1ccc2ccccc2n1)N1CCN(c2ccccc2O)CC1	i	i
O=C(NC(=S)Nc1nc2ccc(F)cc2s1)c1ccco1	i	i

14 entries out of the list, sorted by SMILES length, low to high:
SMILES	CHT inh	KCNQ2 inh
N#CCC(=O)N1CCn2c1nc1ccccc12	i	i
Cc1cccc(NC(=O)c2ccc3ccccc3n2)c1C	i	i
O=C(NC(=S)Nc1nc2ccc(F)cc2s1)c1ccco1	i	i
N#Cc1cn(CC(=O)N2CCc3ccccc3C2)c2ccccc12	i	i
COC(=O)CCC(=O)N1CCCC(C(=O)c2cc(F)ccc2F)C1 (configuration not stated)	i	i
CCc1ccc(C2C(C(C)=O)=C(C(=O)OC)Nc3nnnn32)cc1 (configuration not stated)	i	i
COc1ccc(NC(=O)CC2S/C(=N\c3nccs3)N(C)C2=O)cc1 (configuration not stated)	i	i
COC(=O)c1ccc(C)c(NC(=O)c2c(-c3ccccc3)noc2C)c1	i	i
CC(=O)Nc1ccc(NC(=O)c2ccc([N+](=O)[O-])cc2Cl)cc1	i	i
Cc1ccc(NC(=O)CC2=NC(=O)C(CC(=O)Nc3ccccc3F)S2)cc1 (configuration not stated)	i	i
COc1cc(SC#N)ccc1N=Cc1c(C)[nH]n(-c2ccc(C)cc2C)c1=O	i	i
COc1ccc(CN2C(=O)C(Cc3ccccc3)Nc3ncnc(N4CCOCC4)c32)cc1 (configuration not stated)	i	i
CCOC(=O)c1cc2c(c(CSc3nc4ccccc4c(=O)n3Cc3ccco3)c1)OCOC2	i	-5.6*
O=C(NC1CCCCC1)c1ccc(S(=O)(=O)c2ccccc2Cl)c([N+](=O)[O-])c1	i	i

Remaining list, next part:
SMILES	CHT inh	KCNQ2 inh
CN(C(=O)c1ccccc1C(=O)OCC(=O)c1ccc(Br)cc1)c1ccccc1	i	i
CCN1C(=O)[C@H]2[C@@H](c3ccc(SC4CCCCC4)cc3)N3CCCC[C@@]3(C(=O)OC)[C@H]2C1=O	i	i
CCOc1ccccc1NC(=O)C1CCN(S(=O)(=O)c2c(C)noc2C)CC1	i	i
COc1ccc(NC(=O)c2cc(C)nn2-c2ccccc2)cc1	i	i
Cc1cc(C)n(-c2cc(N3CCN(C(=O)c4cccc(Br)c4)CC3)ccc2[N+](=O)[O-])n1	i	i
Cc1ccc(F)cc1CNC(=O)C1CCC(=O)N(C2CC2)C1 (configuration not stated)	i	i
Cc1ccc(C)c(S(=O)(=O)Nc2ccc(C(=O)NCC(c3ccco3)N(C)C)cc2)c1 (configuration not stated)	i	i
O=C(NN1C(=O)C2C(C1=O)C1C=CC2C12CC2)c1cccnc1 (configuration not stated)	i	i
NC(=O)c1ccc[n+](CC(=O)c2ccc(Cl)c(Cl)c2)c1	i	i
COC(=O)c1ccc(NC(=O)CCc2nnc3ccc(N4CCC5(CC4)OCCO5)nn23)cc1	i	i
CCOC(=O)N1CCN(C(=O)CSCc2ccccc2C)CC1	i	i
COc1cccc(CN=c2c([N+](=O)[O-])nn(-c3ccccc3C)n2O)c1	i	i
CCOC(=O)c1cc(C(C)=O)c(=O)[nH]c1C	i	i
CCOc1ccc(-c2cc(C(=O)N3CCN(C)CC3)c3ccccc3n2)cc1	i	i
Cc1ccc(N2C(=O)NC(NS(=O)(=O)c3ccc(C)cc3)(C(F)(F)F)C2=O)cc1 (configuration not stated)	i	i
Cc1oc(-c2ccc(Cl)cc2)nc1CN1CCC(C(=O)NCCCN2CCCC2=O)CC1	i	i
COc1ccc(CNc2cc(NCCCO)c([N+](=O)[O-])c3nonc23)cc1	i	i
COCCN(Cc1ccco1)C(=O)Cn1ncc2c(=O)oc3ccccc3c21	i	i
Cn1cccc1/C=N/NC(=O)C12CC3CC(CC(C3)C1)C2	i	i
CCCCC1(C)OC(=O)C(=Cc2ccc(N(CC)CC)cc2)C(=O)O1 (configuration not stated)	i	i
N#CCN1CCN(CC(=O)Nc2ccc(OCc3ccccc3)cc2)CC1	i	i
COc1cc(CN2CCSCC2)cc(OC)c1OC	i	i
CC(C)(NC(=O)N1CCCC1)c1cccc(C(C)(C)NC(=O)N2CCCC2)c1	i	i
CC(C)(C)c1cc(CN(CCO)CCO)cc(C(C)(C)C)c1O	i	i
O=c1c2c3nc4ccccc4nc3n(/N=C/c3ccco3)c2ncn1CCC1=CCCCC1	i	-6.6*
Cc1cc(NS(=O)(=O)c2ccc(NC(=O)c3cccc(OC(F)F)c3)cc2)nc(C)n1	i	i
O=C(NCc1ccccn1)c1ccc(=O)oc1	i	i
COc1ccccc1CN(C)C(=O)C(c1ccccc1)c1ccccc1	i	-5.6*
CCC(=O)Nc1cc(C(=O)OC(C(=O)c2ccc(C)c(C)c2)c2ccccc2)ccc1C (configuration not stated)	i	i
Cc1c(Cl)cnc(NC(=O)COC(=O)c2ccc([N+](=O)[O-])s2)c1Cl	i	i
CC(C)n1c(N2CCN(CC(=O)NCc3cccs3)CC2)nc2ccccc21	i	i
O=C(NCCS(=O)(=O)NCc1ccc(F)cc1)c1ccccc1	i	i

Screening data as filed in PubChem BioAssay.
